PRMT1 inh: PRMT1 methyltransferase inhibitors, primary screen, biochemical, fluorescence polarization; Protein arginine N-methyltransferase 1 (Homo sapiens), Q99873; recombinant PRMT1, activity-based probe fluorescence polarization; inhibition, % at 2.79 µM; hit rate 1.3% among 370,000; AID 652257, 2013;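 active means inhibition above about 21% made by adding two undisclosed values, limit read from the data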
PG9 Ab binder: binders of HIV-1 gp120 antibody PG9, primary screen, biochemical, TR-FRET. hit rate 0.43% among 360,000. TR-FRET gp120-PG9 antibody binding. HIV-1 gp120 / PG9 antibody interaction. inhibition, % at 6.7 µM; in the data active means inhibition above about 8.5%
MBD2 DNA inh: inhibitors of MBD2 binding to methylated DNA, primary screen, biochemical, TR-FRET, DNA-binding domain, human | Methyl-CpG-binding domain protein 2 (Homo sapiens), Q9UBB5 | MBD2 binding to methylated oligonucleotide | inhibition, % at 4.4 µM | hit rate 0.31% among 370,000 | AID 686964, 2013; in the data active means inhibition above about 13%
HTRA1 inh: HTRA1 serine protease inhibitors, primary screen, biochemical, fluorescence polarization, HTS; Q92743; recombinant HTRA1, FP-rhodamine activity-based probe; inhibition, % at 5.96 µM; hit rate 0.5% among 340,000; AID 504803, 2011; in the data active means inhibition above about 36%;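 further: 0% = enzyme with DMSO and 100% = wells lacking enzyme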
UHRF1 MBD2 ctr: UHRF1 methylated DNA binding inhibitors, primary screen, counter-screen for MBD2 inhibitor project, biochemical, TR-FRET, human UHRF1, single concentration; UHRF1 binding to methylated oligo; E3 ubiquitin-protein ligase UHRF1 (Homo sapiens), Q96T88; hit rate 0.75% among 370,000; inhibition, % at 4.4 µM; AID 687016, 2013; in the data active means inhibition above about 21%;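 further: UHRF1 SRA domain binding a hemimethylated CpG hairpin DNA probe; 0% = median of test compound wells and 100% = reference inhibitor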
Target sequence (Q96T88 whole entry, looked up, the tested form may be a part): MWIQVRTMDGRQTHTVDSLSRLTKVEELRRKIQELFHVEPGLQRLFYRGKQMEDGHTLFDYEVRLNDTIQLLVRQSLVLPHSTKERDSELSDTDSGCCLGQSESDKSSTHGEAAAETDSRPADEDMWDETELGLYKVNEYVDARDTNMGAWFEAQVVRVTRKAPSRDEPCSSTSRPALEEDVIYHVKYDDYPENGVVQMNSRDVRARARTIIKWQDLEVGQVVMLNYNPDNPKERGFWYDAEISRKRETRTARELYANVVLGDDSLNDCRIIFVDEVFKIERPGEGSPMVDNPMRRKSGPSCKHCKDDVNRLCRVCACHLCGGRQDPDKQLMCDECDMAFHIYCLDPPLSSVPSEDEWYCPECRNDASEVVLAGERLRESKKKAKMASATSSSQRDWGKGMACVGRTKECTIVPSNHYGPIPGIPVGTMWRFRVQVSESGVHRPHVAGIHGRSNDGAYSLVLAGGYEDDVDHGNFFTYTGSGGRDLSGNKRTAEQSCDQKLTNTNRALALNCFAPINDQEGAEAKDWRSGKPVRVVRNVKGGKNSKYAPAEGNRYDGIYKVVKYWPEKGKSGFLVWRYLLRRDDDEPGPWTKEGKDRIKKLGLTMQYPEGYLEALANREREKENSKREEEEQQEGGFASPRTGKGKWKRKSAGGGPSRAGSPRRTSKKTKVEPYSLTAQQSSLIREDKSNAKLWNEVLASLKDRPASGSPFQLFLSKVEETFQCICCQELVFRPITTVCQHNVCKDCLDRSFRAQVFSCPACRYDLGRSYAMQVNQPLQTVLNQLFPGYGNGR
TCR-CD3 inh: inhibitors of human TCR-CD3 interaction, primary screen, biochemical, fluorescence, TAMRA-labeled TCR probe | inhibition, % at 9.4 µM | hit rate 0.37% among 360,000 | AID 651800, 2012 | T-cell receptor (TCR); in the data active means inhibition above about 19%;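 further: recombinant mutant TCR 2C K166C tagged with TAMRA read by polarization; 0% = receptor in buffer alone and 100% = receptor with positive control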
Rev-erbA mod: modulators of Rev-erb alpha DNA binding, primary screen, biochemical, FITC-DNA, fluorescence polarization, uHTS. Rev-erbα–FITC-DNA binding, 90 min. activity, % at 10 µM. hit rate 0.79% among 370,000. AID 1259318, 2017;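 active means activity above about 14%, limit read from the data; passing the limit was not always enough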;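 further: 0% = DMSO wells with 35 nM protein and 100% = DMSO wells with 750 nM protein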
LEDGF integ inh: blockers of LEDGF/p75-dependent integrase strand transfer – biochemical, TR-FRET, high throughput, primary screen | HIV-1 integrase (with human LEDGF/p75) | TR-FRET IN-LEDGF/p75 DNA integration, Eu/Cy5 | inhibition, % at 3.7 µM | hit rate 0.64% among 370,000 | AID 743269, 2014;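 active means inhibition above the screen-wide mean plus 3 SD, cut at about 13% in these data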;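 further: signal is the Cy5 over europium emission ratio at 671 and 618 nm; 0% = plate median of compound wells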
mABHD4 FP: ABHD4 inhibitors, primary screen, biochemical, fluorescence polarization, mouse. purified mABHD4, FP-Rh probe fluorescence polarization. (Lyso)-N-acylphosphatidylethanolamine lipase (Mus musculus), Q8VD66. AID 720543, 2013. inhibition, % at 8.92 µM. hit rate 0.54% among 370,000;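 active means inhibition exceeding the mean over every tested compound plus 3 SD, cut at about 30% in these data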;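 further: 0% = plate median of compound wells and 100% = S159A mutant with DMSO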
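system = mouse ABHD4 enzyme, wild type | medium = HEPES pH 7.0, NaCl, Pluronic buffer | also added = FP-Rh probe | incubation = Enzyme–compound pre-incubation 45 min, then probe 60 min, both 25 °C | technique = fluorescence polarization, excitation 525 nm, emission 598 nm, BODIPY TMR filters | controls = S159A mutant high control, sample median low control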
rCAG binder: binders of r(CAG) RNA repeats, primary screen, biochemical, fluorescence | r(CAG) RNA repeat, TO-PRO-1 dye displacement fluorescence | AID 651821, 2012 | inhibition, % at 3 µM | hit rate 1.3% among 370,000;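 active means inhibition above the plate cutoff, the mean of all test compounds on that plate plus 3 SD, cut at about 35% in these data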;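 further: 0% = DMSO alone and 100% = 100 µM mitoxantrone as full dye displacement; higher means more dye released from RNA so lower well fluorescence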
Active calls of the source: *; · = not tested or not shown. An excerpt (hit frequency here may not be typical).

nr	SMILES	PRMT1 inh	PG9 Ab binder	MBD2 DNA inh	HTRA1 inh	UHRF1 MBD2 ctr	TCR-CD3 inh	Rev-erbA mod	LEDGF integ inh	mABHD4 FP	rCAG binder
1	CC(=O)Nc1ccc(NC(=O)c2oc3cc(C)c(C)cc3c2C)cc1	0	-1.2	1	-3	-2	0	8	-4	-5	1
2	O=C(NCc1ccc2c(c1)OCO2)c1sccc1Br	-3	-1.4	-4	-6	0	3	-4	4	2	0
3	COc1ccc(CCC(=O)NCCNC(=O)CCc2ccc(OC)cc2)cc1	1	-1.3	0	-3	1	-7	1	-5	-1	-4
4	CC1(C)Cc2c(ccc3ccccc23)C(c2cc3ccccc3oc2=O)=N1	-2	-2.1	-2	-15	0	3	2	0	-2	3
5	CC12CCC(C/C1=N\OC(=O)c1ccc(F)cc1)C2(C)C (configuration not stated)	0	-0.1	-3	-4	0	-1	-1	-2	9	-8
6	COC(=O)c1scc(C)c1NC(=O)/C=C/C(=O)O	14	0.5	4	4	-2	7	-6	1	4	2
7	COc1ccc(N2CCN(c3nc(Cl)nc(N4CCOCC4)n3)CC2)cc1	-3	-2.0	0	3	2	-3	3	0	-4	-2
8	Cc1cc(C)nc(Nc2n[nH]c(-c3ccccc3Cl)n2)n1	-1	1.4	5	2	-1	7	2	1	0	0
9	Cc1ccc(C)c2nc(Cl)c(C3NC(=O)c4ccccc4N3)cc12 (configuration not stated)	4	2.3	-2	-24	2	-8	-2	-1	-13	1
10	CCOC(=O)C1(Cc2cccc(OC)c2)CCN(Cc2ccc3c(c2)OCCO3)CC1	6	-1.0	6	-5	4	-2	-4	0	-11	-8
11	Fc1ccc(NC(=S)NC2CC3CCC(C2)N3Cc2ccco2)cc1 (configuration not stated)	-3	-1.4	-6	13	-2	3	-2	6	-1	-4
12	CN1C(=O)c2ccc(C(=O)NC3CCCCC3)cc2C1=O	-4	-1.2	-6	2	0	4	-1	-2	-11	0
13	CCN1CCN(C(=O)CSCc2nc(-c3ccc(OC)c(OC)c3)oc2C)CC1	0	-2.5	0	-6	-2	4	-1	1	-7	1
14	Cc1cc(C)n(C(=O)CNC(=O)C2COc3ccccc3O2)n1 (configuration not stated)	2	1.8	-3	-3	-1	8	-1	-1	2	0
15	Cc1sc(NC(=O)CSc2nnc(-c3ccccc3)o2)c(C#N)c1C	-1	-0.8	-4	-2	-1	-2	1	1	2	27
16	CCCC(=O)N1CCN(c2ccc(NC(=O)c3ccc(N4CCCC4)c([N+](=O)[O-])c3)cc2Cl)CC1	3	-0.5	3	-1	6	1	-6	-5	-3	1
17	Cc1cc(C)c2oc(-c3cccc(NC(=O)c4ccc(F)cc4)c3)nc2c1	0	0.0	3	-4	-1	1	7	2	1	2
18	COc1ccc(-c2cccc(C(=O)Nc3ccccc3C)c2)cc1	-8	0.3	-3	-3	0	5	3	2	0	-1
19	COc1ccc(C(C)=O)cc1COC(=O)c1ccc2c(c1)OCO2	2	0.1	14*	-2	1	-5	20	0	-3	-3
20	C#CCOc1nc(C)cc(C)c1S(=O)(=O)c1ccccc1C	-1	0.7	-6	-16	0	-3	5	-1	5	-3
21	CCOc1ccc(-c2nnc(NC(=O)c3ccc(OCC(C)C)c(OC)c3)o2)cc1	0	-0.4	2	-2	0	-9	1	-4	-7	5
22	CCOC(=O)N1CCN(S(=O)(=O)c2ccc(C(=O)Nc3sc4c(c3C#N)CC(C)(C)NC4(C)C)cc2)CC1	0	-2.3	1	9	-1	5	5	-2	-5	7
23	Cc1cccc(S(=O)(=O)NC2CCCCCCC2)c1	1	0.9	1	-16	-2	4	-2	-1	3	0
24	COc1ccc(NC(C)=O)cc1S(=O)(=O)Nc1ccccc1C(=O)NCCc1ccccc1	-5	-3.1	1	-3	-1	1	2	-1	-5	15
25	O=C(Cn1cc(C(=O)c2ccco2)c2ccccc21)NC1CCCC1	1	1.4	1	-3	2	2	1	5	-8	7
26	S=c1[nH]ccn1Cc1ccccc1	-4	-0.3	-4	6	4	-2	7	1	-3	-3
27	Cc1ccc2nc(SCC(=O)Nc3cccc(F)c3)nc(=O)n2c1	-1	0.2	0	-7	1	0	-6	-4	10	1
28	O=C(N/N=C/c1c(F)cccc1Cl)C(=O)N1CCCCCC1	-4	-2.3	2	3	0	5	-1	1	3	-3
29	Clc1cc(Cl)c(Cl)c(Cl)c1Cl	1	1.2	6	-2	0	1	0	-4	-3	0
30	COC(=O)/C(C#N)=C/c1c(N2CCN(c3ccccc3)CC2)nc2ccccn2c1=O	6	0.1	-5	0	-2	0	3	-2	5	4
31	COc1ccccc1-c1noc(-c2ccccc2C(=O)Nc2ccccc2)n1	1	-0.5	7	4	3	-3	6	-2	3	-2
32	CN1CCN(C(=S)C(=O)Nc2ccccc2)CC1	4	1.9	5	3	22*	6	5	-1	2	2
33	CS(=O)(=O)N(Cc1cccc(CN(C(C(=O)O)c2ccccc2)S(C)(=O)=O)c1)C(C(=O)O)c1ccccc1 (configuration not stated)	0	-1.3	3	-5	-2	6	-1	-2	7	9
34	NCc1csc(Nc2ncccn2)n1	3	1.2	-7	·	0	2	0	2	1	4
35	Cn1c(CCc2ccccc2)n[nH]c1=S	-5	-0.1	-3	-2	5	-6	0	4	0	-3
36	O=C(Nc1ccc(Cc2ccc(NC(=O)C3CC3)cc2)cc1)C1CC1	-1	-0.8	2	7	16	2	-4	-2	-4	0
37	Cc1cc(C)c(S(=O)(=O)Nc2ccncc2)cc1C	2	2.0	0	10	2	-1	-8	-1	-3	-1
38	COc1cc(C2NC(=S)NC(O)(C(F)(F)F)C2C(=O)c2cccs2)cc(OC)c1O (configuration not stated)	1	-0.3	0	-1	-1	-2	-1	-1	4	0
39	CNC(=O)c1sc(Nc2ccc(OCc3ccccc3)cc2)nc1C	2	-0.4	0	0	-3	-3	2	0	8	4
40	Cc1[nH]n(-c2ccc(Cl)cc2)c(=O)c1/C=N/c1nnc(-c2ccccc2)s1	1	-2.9	-6	-1	-3	3	5	2	2	9
41	COc1ccc(NC2=C(Cl)C(=O)N(c3ccccc3)C2=O)c(OC)c1	9	-0.7	-6	-2	-2	1	0	-5	1	0
42	COc1cccc(C(=O)NC(C)c2ccc(-c3ccccc3)cc2)c1OC (configuration not stated)	-3	-0.3	-6	-38	-2	6	3	0	-10	0
43	O=C(O)c1ccc2c(c1)C(=O)N(c1cccc(S(=O)(=O)Nc3cccc(C(F)(F)F)c3)c1)C2=O	5	-1.0	-1	-1	6	0	-5	0	-6	24
44	CC(C)n1c(NCCc2ccccc2)nc2c1c(=O)n(C)c(=O)n2C	2	1.9	3	-8	2	-9	4	2	-4	-6
45	CC1CCCN(C(=O)Cn2nnc(-c3ccccc3F)n2)C1 (configuration not stated)	-7	-2.0	0	8	0	5	4	1	-2	-1
46	COc1ccccc1NC(=O)c1cnc2n(c1=O)CCS2	-1	-0.8	0	5	-1	5	-7	-1	0	3
47	Cc1cc(C)nc(Nc2ccccc2Cl)n1	-1	-2.8	1	-6	3	3	-2	3	4	-2
48	COc1ccc(C)cc1NC(=O)CCc1c(C)nn(-c2ccc(N3CCCCC3)nn2)c1C	6	-4.0	4	0	0	-1	0	0	-4	-8
49	Cc1ccc(S(=O)(=O)NC(=O)c2cc(C)n(-c3ccc(N(C)C)cc3)c2C)cc1	-1	-1.1	1	-9	-5	1	-7	3	-3	28
50	COc1cc(C(=O)Nc2nnc(SC)s2)c([N+](=O)[O-])cc1OC	-3	-3.1	3	2	-2	1	1	1	-1	-4
51	Cc1cccc(C(=O)N/N=C/c2coc3ccccc3c2=O)c1	-1	0.8	4	-3	6	-11	0	0	1	2
52	N#CC1=C(N)N(c2ccc(Oc3ccccc3)cc2)C(=O)C1	1	-0.1	0	-22	-2	1	3	-2	-9	18
53	CCCc1c(C(=O)N/N=C/c2ccoc2)nnn1-c1nonc1N	4	1.7	-3	-1	-2	-2	-3	-3	2	2
54	NC(=O)C1(NC(=O)[C@@H]2CC3(CC(c4cccc(NC(=O)c5cc([N+](=O)[O-])cc([N+](=O)[O-])c5)c4)=NO3)CN2C(=O)c2ccccc2)CC1 (some centres not stated)	-1	-0.8	-5	-2	2	0	3	-1	1	21
55	COc1ccc(S(=O)(=O)N2CCN(C(=O)Cc3cccs3)CC2)cc1	0	-1.2	-1	2	3	-3	1	2	-8	0
56	CCNC(=O)c1c(O)c2cccc3c2n(c1=O)CC3	3	-0.1	2	-1	4	-4	1	-4	1	-2
57	Cc1ccc(C2=NN(C(=O)CN3C(=O)c4ccccc4S3(=O)=O)C(c3ccco3)C2)cc1 (configuration not stated)	-1	0.1	-7	-1	-2	-2	1	-6	-1	-4
